Assay outcomes as filed in PubChem.
NS3 helicase inh: inhibitors of Hepatitis C virus NS3 helicase; NS3 helicase DNA unwinding, Cy5 molecular beacon fluorescence; inhibition, % at 10.9 µM; 0.56% of 290,000 active;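 active = inhibition above the mean of all tested compounds plus 3 SD, set per campaign, cut at about 35% in these data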;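 also: 0% = DMSO wells and 100% = thioflavine S control wells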
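Test system: hepatitis C virus NS3 helicase domain fragment enzyme. Also added: annealed dual-labelled DNA beacon duplex, ATP-started. Timing: 60 min unwinding reaction at 25 °C after ATP addition. Technique: Cy5 fluorescence. Measure: % inhibition of unwinding.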
OXTR ag: human OXTR agonism; CHO-OTR cells, Fluo-8 calcium fluorescence; normalized: DMSO 0%, oxytocin 100%; activation, % at 3 µM; AID 2435; 0.32% of 320,000 active;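 active = activation above the mean of all tested compounds plus 3 SD, cutoff set per screening run, cut at about 20% in these data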;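 also: peak over basal fluorescence ratio from a 100 s FLIPR kinetic read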
GPR7 antagonist: antagonists of human GPR7 (neuropeptides B/W receptor 1) | P48145 | GPR7-expressing cells, fluorescence antagonist assay | inhibition, % at 4.4 µM | 1.1% of 290,000 active; in the data active = inhibition above about 16%, passing the limit was not always enough;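 also: cells stimulated with the agonist NPW; 0% = agonist with vehicle and 100% = vehicle without agonist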
Target sequence (P48145 whole entry, looked up): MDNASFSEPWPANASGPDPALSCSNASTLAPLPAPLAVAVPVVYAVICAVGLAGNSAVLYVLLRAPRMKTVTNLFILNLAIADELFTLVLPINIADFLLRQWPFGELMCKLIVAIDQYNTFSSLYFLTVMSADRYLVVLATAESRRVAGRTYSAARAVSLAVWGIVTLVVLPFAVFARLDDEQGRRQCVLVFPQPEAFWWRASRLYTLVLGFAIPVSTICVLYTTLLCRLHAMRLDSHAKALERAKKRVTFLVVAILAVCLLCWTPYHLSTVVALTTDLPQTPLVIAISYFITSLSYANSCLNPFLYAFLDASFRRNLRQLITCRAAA
GalR3 antag: antagonists of human GalR3. O60755. HEK293 GalR3-CNG cAMP membrane potential fluorescence; galR3 body fused to GalR1 C-terminus. inhibition, % at 3 µM. 0.44% of 360,000 active. AID 651719;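 active = inhibition above the screen-wide average plus 3 SD, cut at about 13% in these data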;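 also: forskolin and galanin both at EC90 stimulate the cells; cAMP rise reported by CNG channel membrane potential dye signal; 0% = forskolin plus galanin with DMSO and 100% = forskolin alone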
Target sequence (O60755 1-299 limits assumed): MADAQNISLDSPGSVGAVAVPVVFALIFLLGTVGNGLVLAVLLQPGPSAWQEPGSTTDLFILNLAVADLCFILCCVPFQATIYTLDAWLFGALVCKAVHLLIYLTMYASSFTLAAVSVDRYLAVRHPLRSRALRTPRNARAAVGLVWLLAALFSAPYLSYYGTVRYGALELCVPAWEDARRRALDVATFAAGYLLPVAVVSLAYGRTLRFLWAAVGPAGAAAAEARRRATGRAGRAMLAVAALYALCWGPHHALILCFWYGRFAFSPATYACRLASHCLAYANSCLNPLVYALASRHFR
PHOSPHO1 inh: inhibitors of human PHOSPHO1 phosphatase. Q8TCT1. recombinant PHOSPHO1, absorbance phosphatase assay. inhibition, % at 13.3 µM. 1.1% of 290,000 active; in the data active = inhibition above about 60%
Target sequence (Q8TCT1 whole entry, looked up): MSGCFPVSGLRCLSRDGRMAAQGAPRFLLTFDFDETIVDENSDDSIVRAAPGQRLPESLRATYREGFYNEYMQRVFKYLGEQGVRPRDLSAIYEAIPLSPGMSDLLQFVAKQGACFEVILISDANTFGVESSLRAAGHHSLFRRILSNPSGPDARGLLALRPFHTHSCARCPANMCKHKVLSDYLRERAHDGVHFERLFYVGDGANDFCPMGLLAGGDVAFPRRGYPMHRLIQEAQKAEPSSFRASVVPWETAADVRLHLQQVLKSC
FID counter: fluorescent intercalator displacement, NS3 helicase counter-screen. 0.17% of 290,000 active. AID 1845. inhibition, % at 7.9 µM. DNA fluorescent intercalator displacement, fluorescence; in the data active = inhibition above about 37%;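 also: 0% = vehicle and 100% = reference compound; higher means more ethidium bromide displaced from hairpin DNA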
IMP-1 inhibitor: blocks Pseudomonas aeruginosa IMP-1 metallo-beta-lactamase. purified IMP-1, nitrocefin hydrolysis, epi-absorbance fluorescence. 0.45% of 290,000 active. inhibition, % at 5.6 µM;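 active = inhibition above the mean plus 3 SD of all compounds in the same screening run, cut at about 4.5% in these data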;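 also: 0% = IMP-1 with DMSO and 100% = DMSO wells lacking enzyme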
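Assay system: purified IMP-1; Quantity: IMP-1 0.2 nM before substrate addition; Medium: HEPES buffer pH 7.1 with ZnSO4 and Brij 35; Incubation: 15 min enzyme–compound preincubation, then 25 min nitrocefin reaction, 25 °C; Signal: fluorescence quenching readout, ex 480/em 530 nm; Controls: DMSO with and without IMP-1; Repeats: singlicate testing.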
V1aR counter: activates human V1a receptor in oxytocin agonist counter-screen. P37288. CHO-V1R cells, Fluo-8 calcium fluorescence, agonist mode; 0% DMSO, 100% 3 nM vasopressin. activation, % at 3 µM. 0.25% of 320,000 active. AID 2797;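 active = activation above the mean activation of all tested compounds plus 3 SD, per screening run, cut at about 20% in these data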;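 also: signal is peak over basal fluorescence ratio across a 100 second FLIPR read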
VIM-2 inhibitor: inhibitors of Pseudomonas aeruginosa VIM-2 metallo-beta-lactamase; purified VIM-2, nitrocefin hydrolysis, epi-absorbance fluorescence; inhibition, % at 5.6 µM; 0.89% of 290,000 active; AID 1527;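 active = inhibition above the mean of all tested compounds plus 3 SD, cutoff set per screening run, cut at about 7.5% in these data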;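 also: red hydrolysis product quenches plate fluorescence so inhibitors raise well fluorescence; 0% = enzyme with DMSO and 100% = DMSO without enzyme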
Numbers without * were called inactive; nt = no result given.

1: COc1ccc(-c2cc(=O)oc3cc(OC(C)C(=O)NCc4ccccn4)ccc23)cc1 (stereo unspecified)
2: Cc1ccc(S(=O)(=O)/N=C/c2ccc(N(C)C)cc2)cc1
3: CCOc1ccc(CCNC(=O)C2CC(=O)N(Cc3ccc(OC)cc3)C2)cc1OCC (stereo unspecified)
4: COC(=O)c1c(NC(=O)COC(=O)c2ccc(NC(=O)CC#N)cc2)sc2c1CCCCC2
5: Cc1ccccc1N1CCN(S(=O)(=O)Cc2ccccc2)CC1
6: Cc1ccc(/C(N)=N/OC(=O)Cc2ccccc2)cc1
7: Cc1nc(NC(=O)CSc2nc3cccnc3n2Cc2ccccc2)sc1C
8: COc1ccc(Cc2nnc(SCC(=O)Nc3ccc(N4CCOCC4)cc3)n2C)cc1

assay / entry	1	2	3	4	5	6	7	8
NS3 helicase inh	-1	5	1	19	-8	-1	0	12
OXTR ag	2.1	0.2	0.0	0.2	-0.6	-1.6	-1.6	0.1
GPR7 antagonist	-4	-6	-4	-6	10	-12	-2	-2
GalR3 antag	-5	-1	3	0	nt	-5	0	-10
PHOSPHO1 inh	34	-7	41	30	31	-17	-44	-12
FID counter	-40	-3	-49	-14	-32	-5	-4	-38
IMP-1 inhibitor	-3.1	-3.3	-0.8	-1.6	-0.1	-1.1	-3.5	3.7
V1aR counter	0.7	0.3	0.9	1.0	3.4	1.2	-0.9	0.9
VIM-2 inhibitor	-1.0	-4.2	-0.4	-2.7	-0.7	-2.2	-1.0	0.7

9: COc1ccc(OCC(=O)NC2CCCCCCC2)cc1
10: Cc1nn(-c2ccccc2)c(C)c1NC(=O)CCl
11: O=C(c1cnn2c(C(F)(F)F)cc(-c3ccc4c(c3)OCO4)nc12)N1CCCCC1
12: O=C(NCc1ccco1)c1ccc(CS(=O)(=O)Cc2ccc(F)cc2)o1
13: Cc1ccc2nc(NC(=O)CSCC(=O)OCC(=O)c3ccccc3)sc2c1
14: O=[N+]([O-])c1ccc(NCCCO)c(S(=O)(=O)N2CCOCC2)c1
15: CCCCOC(=O)CSc1nc2c(c(=O)[nH]c(=O)n2C)n1C/C=C(\C)Cl
16: CCCC(=O)C1=C(N2CCCC2)CC(C)(C)C(C(=O)OC)C1=O (stereo unspecified)

assay / entry	9	10	11	12	13	14	15	16
NS3 helicase inh	15	5	2	-6	3	0	0	9
OXTR ag	-1.1	-1.0	-0.7	0.7	4.1	0.2	-0.9	-1.5
GPR7 antagonist	7	-10	14	-7	-4	-7	2	-5
GalR3 antag	7	-5	-4	nt	-6	-2	10	-3
PHOSPHO1 inh	28	2	-3	0	1	15	26	24
FID counter	-26	-1	1	-2	-2	2	-4	-4
IMP-1 inhibitor	-4.0	-1.2	-0.5	-0.6	-1.8	-1.4	-1.1	0.0
V1aR counter	0.6	0.9	0.0	0.2	5.0	-0.1	-0.1	-0.8
VIM-2 inhibitor	-2.3	-1.6	-1.0	-1.7	-2.4	-2.7	-0.4	0.0

17: CCC(Oc1ccc(C)cc1)C(=O)Nc1ccc(S(=O)(=O)Nc2nccs2)cc1 (stereo unspecified)
18: COc1ccccc1Oc1ccnc2cc(Cl)ccc12
19: Cc1nn(Cc2c(Cl)cccc2Cl)c(Cl)c1/C=N/NC(=O)c1cccnc1
20: Cn1c(=N)c(S(=O)(=O)c2ccc(F)cc2)cc2c(=O)n3ccccc3nc21
21: COc1ccc(-c2noc(CCCC(=O)NC3CCCC3)n2)cc1
22: CC(=O)N1CCN(Cc2nc3cc(NC(=O)c4cccs4)ccc3n2C)CC1
23: Cc1noc(C)c1CSCC(=O)N(C)CC(=O)Nc1cccc(F)c1
24: CCN(CCCNC(=O)CC(C(=O)N1CCc2ccccc21)n1ccnc1)c1ccccc1 (stereo unspecified)

assay / entry	17	18	19	20	21	22	23	24
NS3 helicase inh	-8	-5	3	0	-8	24	-7	-22
OXTR ag	8.6	-1.4	3.4	0.2	7.5	-0.2	-0.9	-0.8
GPR7 antagonist	-2	-16	-16	-5	3	5	-14	2
GalR3 antag	-1	-9	1	-5	-8	-6	-2	-8
PHOSPHO1 inh	39	36	-3	8	42	22	-26	28
FID counter	-38	-27	-17	2	-23	-22	-8	3
IMP-1 inhibitor	-1.9	-2.0	-4.2	-4.3	-2.4	4.0	-3.9	-4.7
V1aR counter	5.1	0.9	3.8	0.2	11	-0.3	0.5	-0.9
VIM-2 inhibitor	-1.1	-1.1	-1.5	1.2	-0.8	-1.2	-2.0	-2.2

25: CCc1ccc(-c2nc(CSCC(=O)NC3CC3)c(C)o2)cc1
26: Cc1ccc(C)c(NC(=S)N(C)C)c1
27: S=C(NCCC(c1ccccc1)c1ccccc1)Nc1ccc(Cl)cc1
28: COc1ccccc1OCC(=O)N1CCN(C(=O)COc2ccccc2OC)CC1
29: Cc1ccc(N(C(=O)c2csnn2)C(C(=O)NC2CCCCC2)c2ccco2)cc1 (stereo unspecified)
30: Cc1cccc(C(=O)Oc2ccc(/C=N/NC(=O)Cc3ccc([N+](=O)[O-])cc3)cc2)c1
31: Cc1ccc(C(=O)N2CCN(c3ccc(NC(=S)NC(=O)Cc4ccccc4)cc3)CC2)cc1
32: O=C(COC(=O)Cc1ccc(Br)cc1)Nc1c(F)c(F)c(F)c(F)c1F

assay / entry	25	26	27	28	29	30	31	32
NS3 helicase inh	-2	2	-16	12	7	13	-13	6
OXTR ag	-0.1	0.2	5.5	0.6	-0.7	0.2	6.4	-0.7
GPR7 antagonist	-18	-14	16	-2	5	-3	2	-8
GalR3 antag	-9	-1	-4	-9	-11	-2	-6	0
PHOSPHO1 inh	60	-4	10	10	-1	-4	47	-16
FID counter	-40	-2	-3	-29	-35	-15	-24	4
IMP-1 inhibitor	-1.4	-2.0	-0.9	-1.7	-3.1	-2.7	-1.8	-2.9
V1aR counter	1.9	0.6	4.4	0.7	0.9	-0.8	4.5	6.1
VIM-2 inhibitor	-2.5	-3.7	-0.1	-3.1	-0.6	-3.5	-2.5	-3.2

33: O=C1CC(N2CCC(O)CC2)C(=O)N1c1ccc(Br)cc1 (stereo unspecified)
34: Cn1c(SCc2ccccc2)nnc1-c1c[nH]c2ccccc12
35: Cc1cccc(C)c1OCC(=O)Nc1ccc2c(c1)OCCO2
36: Oc1ccc(Cl)cc1/C=N/c1nc2ccccc2[nH]1
37: O=C1CC(N2CCN(c3ccccc3)CC2)C(=O)N1c1ccc2c(c1)OCO2 (stereo unspecified)
38: O=C(NCC1CCCO1)c1cc2n(n1)C(C(F)(F)F)CC(c1ccc(F)cc1)N2 (stereo unspecified)
39: Clc1ccc(CSc2nnnn2-c2ccc3c(c2)OCO3)c(Cl)c1
40: O=C1NC2(CCCCC2)C(=O)N1CCS(=O)(=O)Oc1ccccc1

assay / entry	33	34	35	36	37	38	39	40
NS3 helicase inh	17	-4	-4	-4	2	1	-9	10
OXTR ag	0.5	0.1	-1.4	0.7	1.0	4.3	3.7	-0.9
GPR7 antagonist	-8	14	-3	-15	-2	-5	-9	1
GalR3 antag	-4	nt	-5	-6	-7	-5	-5	1
PHOSPHO1 inh	-14	-2	4	16	-37	20	3	10
FID counter	-9	-20	-37	2	-4	-25	-5	-3
IMP-1 inhibitor	-4.8	-2.9	-4.8	0.7	-1.0	-2.6	-1.4	-2.8
V1aR counter	0.9	1.7	-0.2	0.1	1.1	2.6	1.4	0.7
VIM-2 inhibitor	-3.2	-2.2	-3.8	-2.1	-0.5	-0.9	0.1	-1.7

Laid out differently: results already given.
| No. | smiles | NS3 helicase inh | OXTR ag | GPR7 antagonist | GalR3 antag | PHOSPHO1 inh | FID counter | IMP-1 inhibitor | V1aR counter | VIM-2 inhibitor |
| --- | --- | --- | --- | --- | --- | --- | --- | --- | --- | --- |
| 24 | CCN(CCCNC(=O)CC(C(=O)N1CCc2ccccc21)n1ccnc1)c1ccccc1 (stereo unspecified) | -22 | -0.8 | 2 | -8 | 28 | 3 | -4.7 | -0.9 | -2.2 |
| 25 | CCc1ccc(-c2nc(CSCC(=O)NC3CC3)c(C)o2)cc1 | -2 | -0.1 | -18 | -9 | 60 | -40 | -1.4 | 1.9 | -2.5 |
| 26 | Cc1ccc(C)c(NC(=S)N(C)C)c1 | 2 | 0.2 | -14 | -1 | -4 | -2 | -2.0 | 0.6 | -3.7 |
| 27 | S=C(NCCC(c1ccccc1)c1ccccc1)Nc1ccc(Cl)cc1 | -16 | 5.5 | 16 | -4 | 10 | -3 | -0.9 | 4.4 | -0.1 |
| 28 | COc1ccccc1OCC(=O)N1CCN(C(=O)COc2ccccc2OC)CC1 | 12 | 0.6 | -2 | -9 | 10 | -29 | -1.7 | 0.7 | -3.1 |
| 29 | Cc1ccc(N(C(=O)c2csnn2)C(C(=O)NC2CCCCC2)c2ccco2)cc1 (stereo unspecified) | 7 | -0.7 | 5 | -11 | -1 | -35 | -3.1 | 0.9 | -0.6 |
| 30 | Cc1cccc(C(=O)Oc2ccc(/C=N/NC(=O)Cc3ccc([N+](=O)[O-])cc3)cc2)c1 | 13 | 0.2 | -3 | -2 | -4 | -15 | -2.7 | -0.8 | -3.5 |
| 31 | Cc1ccc(C(=O)N2CCN(c3ccc(NC(=S)NC(=O)Cc4ccccc4)cc3)CC2)cc1 | -13 | 6.4 | 2 | -6 | 47 | -24 | -1.8 | 4.5 | -2.5 |
| 32 | O=C(COC(=O)Cc1ccc(Br)cc1)Nc1c(F)c(F)c(F)c(F)c1F | 6 | -0.7 | -8 | 0 | -16 | 4 | -2.9 | 6.1 | -3.2 |

More records.
41: CCC1C(=O)CC(c2ccc([N+](=O)[O-])cc2)NC1c1ccc([N+](=O)[O-])cc1 (stereo unspecified)
42: CCOc1ccc(NC(=O)n2ncc3c(C)cccc32)cc1
43: Cc1cc(=O)n2nc(N3CCCC(C(=O)NC4CCCCC4C)C3)sc2n1 (stereo unspecified)
44: O=[N+]([O-])c1ccc(N2CCN(Cc3ccccc3)CC2)c(S(=O)(=O)N2CCOCC2)c1
45: COCCCNS(=O)(=O)c1ccc(C)cc1
46: COc1ccccc1-n1c(SCC(=O)O)nc2c(sc(=S)n2-c2ccc(C)c(C)c2)c1=O
47: Cc1ccc(-n2ncc3c2CC(C)(C)CC3NC(=O)C2CCOCC2)cc1 (stereo unspecified)
48: COc1ccc(CN2C(=O)CS/C2=N/N=C/c2ccccc2)cc1

assay / entry	41	42	43	44	45	46	47	48
NS3 helicase inh	6	-13	0	-4	8	1	3	-4
OXTR ag	-1.1	-0.8	-2.5	-1.2	1.5	0.5	0.1	6.0
GPR7 antagonist	16	10	-3	0	7	10	-5	-8
GalR3 antag	-3	-12	0	-2	-5	-5	-1	-4
PHOSPHO1 inh	43	20	28	0	-29	34	53	-4
FID counter	6	-4	-25	12	6	-16	-34	0
IMP-1 inhibitor	-2.4	-1.0	-6.3	-0.5	-3.5	-2.2	-1.7	-1.8
V1aR counter	-0.1	-0.8	-0.4	2.4	0.5	0.0	8.2	2.7
VIM-2 inhibitor	-2.7	-0.8	-1.9	-0.6	-3.5	-1.2	-2.0	-3.0

Hits appear at their usual frequency. About 4.3% of those tested had a hit in this group.
